iPSC survival up: enhancers of human iPSC single-cell survival; actives 0.044% (n = 360,000); survival enhancement, % at 20 µM; hiPSC single-cell survival, ATPlite luminescence; 100% = ROCK inhibitor wells, 0% = DMSO; in the data active means survival enhancement above about 18%;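 further: cells exposed to compounds for 16 hours before the ATP read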
ABHD5-PLIN5 inh: inhibitors of human ABHD5-perilipin-5 interaction; Q00G26+Q8WTS1; Split G. princeps luciferase complementation, luminescence, 4 h; inhibition, % at 4 µM; actives 0.78% (n = 360,000);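 active means inhibition above the mean inhibition across every tested compound plus 3 SD, cut at about 22% in these data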;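 further: 0% = DMSO only wells and the 100% control is not disclosed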
Target sequence (Q00G26 whole entry, looked up): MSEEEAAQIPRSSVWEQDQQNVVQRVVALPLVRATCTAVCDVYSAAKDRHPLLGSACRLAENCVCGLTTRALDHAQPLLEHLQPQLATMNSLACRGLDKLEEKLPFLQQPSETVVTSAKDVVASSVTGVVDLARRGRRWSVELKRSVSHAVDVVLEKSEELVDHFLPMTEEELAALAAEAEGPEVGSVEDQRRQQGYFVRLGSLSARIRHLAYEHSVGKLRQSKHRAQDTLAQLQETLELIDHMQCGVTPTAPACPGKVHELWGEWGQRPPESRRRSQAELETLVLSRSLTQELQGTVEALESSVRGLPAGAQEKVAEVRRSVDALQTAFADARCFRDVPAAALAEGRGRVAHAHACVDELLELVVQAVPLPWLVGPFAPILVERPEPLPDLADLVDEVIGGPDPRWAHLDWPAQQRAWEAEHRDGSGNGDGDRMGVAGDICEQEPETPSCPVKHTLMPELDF
Target sequence (Q8WTS1 whole entry, looked up): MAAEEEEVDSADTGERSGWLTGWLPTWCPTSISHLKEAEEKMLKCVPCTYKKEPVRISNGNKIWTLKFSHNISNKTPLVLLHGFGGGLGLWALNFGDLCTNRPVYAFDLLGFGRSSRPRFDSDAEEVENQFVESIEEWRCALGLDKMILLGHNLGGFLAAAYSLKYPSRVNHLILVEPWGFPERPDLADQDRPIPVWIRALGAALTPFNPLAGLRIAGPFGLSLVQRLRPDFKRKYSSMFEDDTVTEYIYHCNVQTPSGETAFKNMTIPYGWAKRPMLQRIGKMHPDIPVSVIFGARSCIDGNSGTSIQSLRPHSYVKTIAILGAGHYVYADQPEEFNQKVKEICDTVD
MC4R barr agon: human MC4R agonism via beta-arrestin; P32245; U2OS MC4R beta-arrestin complementation, luminescence; percent of melanotan II response, DMSO zero; activation, % at 8.9 µM; actives 0.98% (n = 360,000);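 active means activation above a per-plate cutoff, the mean activation of sample wells on that plate plus 3 SD, cut at about 8% in these data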
HTR2A ag: agonists of mouse serotonin 5-HT2A receptor (HTR2A); P35363; CHO-K1 mHTR2A beta-arrestin complementation, luminescence; percent of 30 µM serotonin response; activation, % at 7.6 µM; actives 0.66% (n = 360,000); AID 624169;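 active means activation above a run cutoff, the mean activation of all tested compounds plus 3 SD, cut at about 14% in these data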;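 further: 0% = plate median of compound wells and 100% = 30 µM serotonin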
Glyco luc inh: blocks N-linked glycosylation in D54 reporter cells | D54 ERlucT glycosylation luciferase reporter, 24 h; percent of 100 nM tunicamycin response | reporter increase, % at 12.5 µM | actives 0.23% (n = 360,000) | AID 588692;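 active means mean luciferase reporter signal, scaled so untreated is 0 and the glycosylation-blocking control 100, at or above a set limit in every replicate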;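 further: luciferase carries N-glycosylation sites so blocking glycosylation raises the light; 0% = median of neutral control wells and 100% = median of 100 nM tunicamycin wells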
Cardio protect: myocardial damage modulation in H9c2 cells; protection from H2O2 cell death, % at 20 µM; actives 0.63% (n = 360,000); H9c2 cardiomyocytes, H2O2 injury protection, ATPLite, 2 h;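 active means compounds giving at least 50% protection of heart cells from peroxide-induced death in the single-dose screen, raw or plate-pattern-corrected value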;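 further: 0% = DMSO wells with peroxide and 100% = DMSO wells without peroxide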
ABCB6 inh 2: human ABCB6 transporter inhibition | AID 602162 | K562-ABCB6 porphyrin accumulation, flow cytometry, 1 h; active compounds read low | fluorescence ratio to DMSO, % at 10 µM | Q9NP58 | actives 0.19% (n = 360,000);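 active means fluorescence ratio to DMSO below 75%, the collection mean minus 3 SD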;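 further: signal is porphyrin accumulated inside mitochondria; 100% equals median channel fluorescence of DMSO control wells; lower ratio means ABCB6 inhibition with less porphyrin fluorescence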
aDG glyco act: increases alpha dystroglycan glycosylation; activation, % at 10 µM; Pro5-aDG cells, alpha-DG glycosylation AlphaScreen (IIH6); 0% Pro5, 100% B10-LARGE cell signal; AID 624168; actives 0.22% (n = 360,000);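 active means activation of at least 8% versus controls, or a plate z-score of at least 8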;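 further: Pro5 are CHO cells carrying HIG-tagged alpha-DG that lacks glycosylation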
Granule exo inh: lytic granule exocytosis inhibition. TALL-104 LAMP-1 surface exposure, flow cytometry; cells stimulated with thapsigargin and PMA. actives 0.66% (n = 360,000). inhibition, % at 10 µM;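 active means inhibition above about 55%, limit read from the data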
MC4R antag cAMP: blocks human MC4R cAMP signaling. AID 540295. inhibition, % at 6.5 µM. MC4R-expressing cells, MTII-stimulated cAMP, LANCE TR-FRET. P32245. actives 0.48% (n = 360,000);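 active means inhibition above its plate's cutoff, the mean of tested wells on that plate plus 3 SD, cut at about 29% in these data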;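 further: 0% = Melanotan II alone and 100% = Melanotan II plus saturating MCL0020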
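Test system: U2OS cells stably expressing human melanocortin 4 receptor (MC4R); also added: Melanotan II challenge; compound: 6.5 µM single dose; timing: 30-min compound preincubation, 1-h Melanotan II challenge, 1-h detection, room temperature; signal: Eu-cAMP/anti-cAMP TR-FRET, emission 671 nm; repeats: one well per compound, no replicates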
* = called active by the depositor; . = no result given. These rows are one share of the data; count on the stated rates, not on these rows.

nr	Molecule	iPSC survival up	ABHD5-PLIN5 inh	MC4R barr agon	HTR2A ag	Glyco luc inh
1	C[n+]1c(-c2ccccc2)cc(-c2ccc(Cl)cc2)cc1-c1ccccc1	0.8	-3.2	-0.7	1.1	7.0
2	COc1ccccc1NC(=O)COC(=O)c1cc(C)n(C2CC2)c1C	8.3	0.2	-1.9	-3.2	0.6
3	Cc1cc(-c2ccc(N)c(C)c2)ccc1N	0.7	-4.0	-0.9	2.4	0.8
4	COC(=O)C1=C(c2c(C)noc2C)C[C@@H]2CC[C@H]1N2C(=O)NCc1ccco1	-4.9	4.7	0.4	7.8	0.8
5	CCN1CCN(C(=O)Cc2coc3cc(C)cc(C)c23)CC1	1.2	-2.1	-2.0	-4.6	2.1
6	C=Cc1cc(OC)c2c(c1)c(=O)oc1c2cc(OC)c2c(O)ccc(C3OC(C)C(O)C(C)(O)C3O)c21 (configuration not stated)	-3.8	6.6	-2.2	4.9	-3.2
7	CC(C)CN(CC(C)C)C(=O)C1C2c3ccccc3C(c3ccccc32)C1C(=O)O (configuration not stated)	-0.8	-0.8	-1.2	1.7	-1.9
8	COC(=O)C1=C(c2ccc(F)cc2OCc2ccccc2)C[C@@H]2CC[C@H]1N2C(=O)NC1CCN(Cc2ccccc2)CC1	-3.1	9.8	3.6	-5.2	-6.9

nr	Cardio protect	ABCB6 inh 2	aDG glyco act	Granule exo inh	MC4R antag cAMP
1	-5.5	90.0	0.3	0.3	2.5
2	1.8	93.0	0.0	-2.6	9.5
3	-0.3	105.0	-0.2	-1.8	-2.5
4	5.1	95.0	0.0	13.7	2.8
5	5.6	100.0	1.3	1.1	-4.2
6	12.0	98.0	0.6	13.3	1.9
7	18.4	96.0	-0.1	0.3	1.2
8	4.3	93.0	2.2	-1.9	6.8

Overlap with the part before: six entries, then new ones.
nr	Molecule	iPSC survival up	ABHD5-PLIN5 inh	MC4R barr agon	HTR2A ag	Glyco luc inh
3	Cc1cc(-c2ccc(N)c(C)c2)ccc1N	0.7	-4.0	-0.9	2.4	0.8
4	COC(=O)C1=C(c2c(C)noc2C)C[C@@H]2CC[C@H]1N2C(=O)NCc1ccco1	-4.9	4.7	0.4	7.8	0.8
5	CCN1CCN(C(=O)Cc2coc3cc(C)cc(C)c23)CC1	1.2	-2.1	-2.0	-4.6	2.1
6	C=Cc1cc(OC)c2c(c1)c(=O)oc1c2cc(OC)c2c(O)ccc(C3OC(C)C(O)C(C)(O)C3O)c21 (configuration not stated)	-3.8	6.6	-2.2	4.9	-3.2
7	CC(C)CN(CC(C)C)C(=O)C1C2c3ccccc3C(c3ccccc32)C1C(=O)O (configuration not stated)	-0.8	-0.8	-1.2	1.7	-1.9
8	COC(=O)C1=C(c2ccc(F)cc2OCc2ccccc2)C[C@@H]2CC[C@H]1N2C(=O)NC1CCN(Cc2ccccc2)CC1	-3.1	9.8	3.6	-5.2	-6.9
9	COC1=CC(=O)O[C@@H](/C=C/c2ccccc2)C1	0.1	-6.5	1.2	-2.6	-0.3
10	COC(=O)C1=C(c2cccc(OC)c2OC)C[C@@H]2CC[C@H]1N2C(=O)NCCNC(C)=O	1.3	-1.1	-1.2	4.2	1.7
11	C[C@]12CCC3C(CC[C@H]4C[C@H](O)CC[C@]34C)C1C[C@@H](O)[C@H]2O (some centres not stated)	-2.6	-4.3	0.8	5.9	-2.1
12	C=CCn1c(O)c(C(C)=Nc2cccc(C(=O)O)c2)c(=O)[nH]c1=O	0.7	2.3	-3.1	-3.1	0.8
13	COc1cccc(C)c1NC1=NCCO1	1.6	2.2	-0.1	-3.4	0.1
14	CN(C)C1CCc2[nH]c3c(F)cc(F)cc3c2C1 (configuration not stated)	1.4	0.8	-1.3	-4.8	0.3
15	O=C(N/N=C/c1c(O)n(-c2cccc3ccccc23)c(=O)[nH]c1=O)c1ccncc1	-0.2	-1.0	-1.3	-6.2	0.0
16	CN(C)C(=O)O/N=C(\N)COc1ccc(C(C)(C)C)cc1	0.1	-2.7	1.0	-2.5	9.0

nr	Cardio protect	ABCB6 inh 2	aDG glyco act	Granule exo inh	MC4R antag cAMP
3	-0.3	105.0	-0.2	-1.8	-2.5
4	5.1	95.0	0.0	13.7	2.8
5	5.6	100.0	1.3	1.1	-4.2
6	12.0	98.0	0.6	13.3	1.9
7	18.4	96.0	-0.1	0.3	1.2
8	4.3	93.0	2.2	-1.9	6.8
9	-11.8	102.0	2.1	2.7	2.9
10	-2.5	98.0	-0.2	0.3	-4.4
11	-3.6	102.0	0.1	-4.2	3.3
12	-0.9	94.0	0.3	1.4	8.8
13	-0.4	101.0	-0.3	3.6	10.0
14	-1.2	97.0	0.2	-1.0	-1.0
15	-3.3	103.0	-0.2	17.0	-1.6
16	-8.3	99.0	0.5	5.0	11.7

Next part.
nr	Molecule	iPSC survival up	ABHD5-PLIN5 inh	MC4R barr agon	HTR2A ag	Glyco luc inh
17	Cc1ccccc1OP(=O)(Oc1ccccc1C)N1CCOCC1	0.1	0.6	.	-3.4	0.1
18	O=C1/C(=C/c2cc([N+](=O)[O-])ccc2Cl)N2CCC1CC2	0.5	18.0	5.8	3.8	1.8
19	C=CCn1c(O)c(C(CC)=NCc2cc(OC)cc(OC)c2)c(=O)[nH]c1=O	-2.4	4.7	-2.5	7.4	10.4
20	C1CCC2CCCCC2C1 (configuration not stated)	5.2	0.7	-1.0	4.6	-0.7
21	Cc1cc(O)c2c3c(c(=O)oc2c1)CCC(C)C3 (configuration not stated)	-0.4	-4.4	0.6	1.3	0.6
22	CCCn1ncc(C(=O)O)c1C	1.8	-2.7	0.8	-4.8	0.7
23	O=c1[nH]c(=O)n(Cc2ccco2)c(O)c1C=NCCN1CCOCC1	10.5	10.4	-2.0	0.7	-0.9
24	COc1ccc(-n2c(/C=C/c3ccc4c(c3)OCO4)nc3ccccc3c2=O)cc1	0.5	-0.2	0.9	8.6	1.2

nr	Cardio protect	ABCB6 inh 2	aDG glyco act	Granule exo inh	MC4R antag cAMP
17	-0.6	96.0	0.1	-15.1	.
18	8.4	98.0	0.9	0.2	9.5
19	10.7	82.0	-0.1	3.0	-17.9
20	1.1	98.0	0.0	7.3	12.4
21	-13.6	89.0	0.3	6.8	-9.8
22	6.4	89.0	0.2	4.5	5.8
23	2.4	100.0	0.0	-5.8	0.1
24	2.4	102.0	-0.5	3.7	9.2

Reprinted at random: 2 compounds from above
nr	Molecule	iPSC survival up	ABHD5-PLIN5 inh	MC4R barr agon	HTR2A ag	Glyco luc inh
18	O=C1/C(=C/c2cc([N+](=O)[O-])ccc2Cl)N2CCC1CC2	0.5	18.0	5.8	3.8	1.8
24	COc1ccc(-n2c(/C=C/c3ccc4c(c3)OCO4)nc3ccccc3c2=O)cc1	0.5	-0.2	0.9	8.6	1.2

nr	Cardio protect	ABCB6 inh 2	aDG glyco act	Granule exo inh	MC4R antag cAMP
18	8.4	98.0	0.9	0.2	9.5
24	2.4	102.0	-0.5	3.7	9.2

(list continues)
nr	Molecule	iPSC survival up	ABHD5-PLIN5 inh	MC4R barr agon	HTR2A ag	Glyco luc inh
25	COc1ccc(CCNCc2ccncc2)cc1OC	-1.1	0.3	-1.0	7.2	0.3
26	COc1ccc(-c2ccc3c(c2)CN(C(=S)NCCc2ccccc2)Cc2cnnn2-3)cc1	-1.4	-1.5	.	-0.9	-1.4
27	CN1CCN(C(=O)O[C@H]2c3nccnc3C(=O)N2c2ccc(Cl)cn2)CC1	-0.5	-8.1	2.4	2.7	0.6
28	CC(C)Oc1ccc(C2C(C#N)=C(N)Oc3c2c(=O)oc2ccccc32)cc1 (configuration not stated)	-0.6	0.8	-1.4	0.5	2.3
29	COc1ccc(C(=O)C2CCCN(CC3CCCCC3)C2)cc1OC (configuration not stated)	-0.3	4.0	0.2	-8.0	-4.0
30	COc1ccc(N2C(=O)/C(=C/c3ccc(OC)c(OC)c3)C(=O)NC2=S)cc1	-0.6	-12.1	-2.3	2.2	3.1
31	O=C(Nc1cccc(Br)c1)c1c(O)c2c(n(Cc3ccccc3)c1=O)CCCC2	0.3	0.1	-0.1	9.4	-2.1
32	C[C@]12CC[C@H](O)C[C@@H]1CC[C@H]1[C@H]3CCC(=O)[C@@]3(C)CC[C@@H]12	-1.1	3.8	-1.6	-2.3	-3.1

nr	Cardio protect	ABCB6 inh 2	aDG glyco act	Granule exo inh	MC4R antag cAMP
25	4.2	102.0	-0.1	1.4	15.4
26	-1.4	98.0	0.1	-2.8	.
27	-2.1	102.0	0.0	10.0	14.7
28	0.4	86.0	0.1	-3.1	-3.8
29	-0.5	98.0	0.0	-2.5	3.9
30	-3.8	104.0	0.2	4.3	5.0
31	2.1	140.0	-0.2	-2.3	1.0
32	-7.3	101.0	0.0	1.4	-3.4

Other compounds follow.
nr	Molecule	iPSC survival up	ABHD5-PLIN5 inh	MC4R barr agon	HTR2A ag	Glyco luc inh
33	COc1ccc(CC2C(=O)NC(=O)N(c3ccccc3)C2=O)c(OC)c1 (configuration not stated)	-0.9	-0.8	-1.3	-2.0	0.0
34	C/C(=N\N=C(N)N)c1ccccc1	0.0	-8.7	-0.1	-7.5	-0.9
35	CCN(N=Nc1nonc1OC)c1nonc1OC	1.4	-4.6	1.2	-0.2	1.6
36	CN1CCc2nc(N)c(C#N)c(-c3ccccc3)c2C1	0.8	-2.8	-0.4	0.0	0.2
37	COc1cc(OC)c(OC)cc1C=O	5.1	-12.4	0.2	0.0	-1.8
38	Cc1ccc(O)c(C)c1	-2.3	0.3	1.2	1.0	1.7
39	CCOC(=O)[C@]12Cc3ccc(C)cc3[C@H]1N(C1CCCCC1)C(=O)c1ccccc12	-1.9	39.8*	.	4.7	.
40	CCN(CC)c1ccc(N=Cc2c(O)n(-c3ccccc3C)c(=O)[nH]c2=O)cc1	0.1	-26.6	5.5	1.6	7.0

nr	Cardio protect	ABCB6 inh 2	aDG glyco act	Granule exo inh	MC4R antag cAMP
33	1.0	95.0	0.0	-2.8	5.8
34	1.4	97.0	-0.1	6.7	0.6
35	6.2	101.0	-0.2	0.6	-4.2
36	-3.4	95.0	-0.1	-1.0	1.3
37	4.0	103.0	0.0	-5.5	16.9
38	-4.1	97.0	-0.1	6.6	2.8
39	.	98.0	-0.2	38.6	.
40	3.3	110.0	0.3	-1.1	-11.7

(next part)
nr	Molecule	iPSC survival up	ABHD5-PLIN5 inh	MC4R barr agon	HTR2A ag	Glyco luc inh
41	O=C1NC(=O)C(=Cc2csc3ccccc23)C(=O)N1	-0.4	8.0	-0.6	-3.1	-0.4
42	O=C1NCN(c2ccccc2)C12CCN(C(CCc1ccccc1)c1nnnn1C1CCCC1)CC2 (configuration not stated)	0.5	-7.3	.	6.3	-3.8
43	CN1CCN(c2c[nH]c(=O)[nH]c2=O)CC1	-2.3	-2.5	0.4	-4.2	1.5
44	O=C(Cc1cccs1)N1CCC2(CC1)OCCO2	0.5	-5.0	-1.0	2.4	1.7

nr	Cardio protect	ABCB6 inh 2	aDG glyco act	Granule exo inh	MC4R antag cAMP
41	-2.8	100.0	0.1	-2.0	20.8
42	8.9	95.0	-0.2	1.0	.
43	2.7	91.0	0.1	-1.1	10.6
44	-3.3	102.0	0.2	6.1	1.2
